MITF TRPM1 HTS – activators of MITF-driven TRPM1 promoter reporter, primary screen, cell-based, SK-MEL-5, luciferase, single point; activation, % at 12.5 µM; AID 588334, 2011; actives 0.75% (n = 300,000); SK-MEL-5 TRPM1-promoter luciferase, 24 h; % of positive control, neutral wells = 0;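 active means mean activation of at least 80% with every replicate also reaching 80%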;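 further: 0% = neutral control wells and 100% = parthenolide positive control wells; values of inactives mirror those of a sister screen read the other way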
CDK5 inh – inhibitors of human CDK5/p35 kinase, primary screen, biochemical, single concentration | Recombinant CDK5/p35, ADP-Glo luminescence, 60 min | actives 0.01% (n = 330,000) | AID 488839, 2010 | inhibition, % at 10 µM | Cyclin-dependent kinase 5 (Homo sapiens) + Cyclin-dependent kinase 5 activator 1 (Homo …;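 active means highest replicate inhibition of at least 50% and at least 75% of replicates reaching 50%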;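 further: plate controls were DMSO neutral control for no effect and GW8510 at 10 µM for full effect; many of its hits are not listed in these tables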
Wnt bcat act – Wnt/beta-catenin pathway activators, primary screen, cell-based, plate reader, single point; Wnt/beta-catenin reporter cell assay, activator; activation, % at 9.35 µM; actives 1.2% (n = 300,000); in the data active means activation above about 30%, passing the limit was not always enough;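 further: 0% = neutral control wells and 100% = positive control wells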
HTR5A ag ctr – HTR5A agonists in luminescence cell assay, primary screen, counter-screen for OPRM1-OPRD1 heterodimer agonist project, full-deck HTS; cell-based; AID 504692, 2011; actives 0.61% (n = 340,000); 5-hydroxytryptamine receptor 5A (Homo sapiens), P47898; activation, % at 9.3 µM; in the data active means activation mostly above about 9.5%, no sharp cut-off; inactive means mostly below about 7.6%;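 further: 0% = cells with vehicle only and 100% = reference agonist; strong numbers were not always called active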
Target sequence (P47898 whole entry, looked up): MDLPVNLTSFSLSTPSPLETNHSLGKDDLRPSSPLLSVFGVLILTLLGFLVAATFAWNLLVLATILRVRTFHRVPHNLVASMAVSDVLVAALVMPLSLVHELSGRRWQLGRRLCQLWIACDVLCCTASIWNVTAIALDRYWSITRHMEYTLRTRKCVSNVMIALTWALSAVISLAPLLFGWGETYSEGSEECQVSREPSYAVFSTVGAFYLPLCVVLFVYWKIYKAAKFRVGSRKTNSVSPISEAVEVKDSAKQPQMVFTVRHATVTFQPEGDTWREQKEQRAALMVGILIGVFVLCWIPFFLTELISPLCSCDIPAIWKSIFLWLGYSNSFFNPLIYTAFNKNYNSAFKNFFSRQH
dFosB act – activators of delta FosB homodimer, primary screen, biochemical, fluorescence polarization, TAMRA-CDK5 oligo, single point; Protein FosB (Mus musculus), P13346; purified delta FosB; percent of positive-control signal above neutral wells; activation, % at 25 µM; AID 493131, 2011; actives 0.99% (n = 340,000);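 active means mean activation above about 17%, with every replicate also reaching it, limit read from the data, passing the limit was not always enough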;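 further: fluorescence polarization rise as delta FosB binds a TAMRA Cdk5 AP-1 oligo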
RTF Ca sens act – cardiac RTF calcium sensitivity activators, primary screen, biochemical, IANBD-TnC fluorescence, EC20 calcium; Troponin I, cardiac muscle (Homo sapiens) + Troponin T, cardiac muscle (Homo sapiens) + …; IANBD-labeled TnC RTF fluorescence at EC20 calcium; 0% EC20 calcium, 100% full calcium; activation, % at 7.2 µM; actives 0.24% (n = 340,000); AID 493008, 2010;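 active means activation above the mean over all tested compounds plus 3 SD, cut at about 30% in these data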;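 further: rise in fluorescence read as greater calcium sensitivity of cardiac thin filaments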
PvdQ acylase – P. aeruginosa PvdQ acylase inhibitors, primary screen, biochemical, fluorescence, plate reader and imaging, single point; PvdQ acylase [Pseudomonas aeruginosa LESB58]; purified PvdQ acylase; inhibition, % at 10 µM; actives 0.063% (n = 340,000); in the data active means inhibition above about 30%, passing the limit was not always enough;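 further: 0% = vehicle neutral wells and 100% = reference inhibitor wells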
SR-BI DiI-HDL act – activators of SR-BI mediated DiI-HDL uptake, primary screen, ldlA[mSR-BI] CHO cells, DiI fluorescence; 3 h; 100 = double the neutral-control signal; activation, % at 12.5 µM; actives 0.096% (n = 320,000); AID 504775, 2011;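 active means mean replicate activation of at least 60% and every replicate at or above 60%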;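 further: 0% = median plate neutral-control signal and 100% = twice that signal; values of inactives mirror those of a sister screen read the other way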
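Test system: SR-BI-overexpressing, LDLR-lacking CHO cells; Medium: Ham's F12 with 0.5% BSA, HEPES 25 mM, pH 7.4; Schedule: 3 h, 37 °C; Technique: bottom-read fluorescence, 550/595 nm.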
Rtt109 HAT inh – inhibitors of C. albicans Rtt109/Vps75 HAT, primary screen, biochemical, ThioGlo CoA-SH fluorescence, plate reader | Histone acetyltransferase RTT109 (Candida albicans (strain SC5314 / ATCC MYA-2876)), … | purified Rtt109/Vps75, 4 h | inhibition, % at 34.9 µM | actives 0.16% (n = 330,000) | AID 540336, 2011;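 active means inhibition of at least 50% in every replicate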
SR-BI DiI inh – inhibitors of SR-BI mediated HDL lipid uptake, primary screen, ldlA[mSR-BI] cells, fluorescence, single point. ldlA[mSR-BI] CHO cells, DiI-HDL uptake fluorescence, 3 h. inhibition, % at 12.5 µM. actives 0.96% (n = 320,000). AID 488896, 2010;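 active means mean replicate inhibition of at least 70% and a set share of replicates each scoring 70 or more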;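 further: 0% = median of neutral control wells and 100% = median of positive control wells; values of inactives mirror those of a sister screen read the other way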
Target sequence (Q61009 whole entry, looked up): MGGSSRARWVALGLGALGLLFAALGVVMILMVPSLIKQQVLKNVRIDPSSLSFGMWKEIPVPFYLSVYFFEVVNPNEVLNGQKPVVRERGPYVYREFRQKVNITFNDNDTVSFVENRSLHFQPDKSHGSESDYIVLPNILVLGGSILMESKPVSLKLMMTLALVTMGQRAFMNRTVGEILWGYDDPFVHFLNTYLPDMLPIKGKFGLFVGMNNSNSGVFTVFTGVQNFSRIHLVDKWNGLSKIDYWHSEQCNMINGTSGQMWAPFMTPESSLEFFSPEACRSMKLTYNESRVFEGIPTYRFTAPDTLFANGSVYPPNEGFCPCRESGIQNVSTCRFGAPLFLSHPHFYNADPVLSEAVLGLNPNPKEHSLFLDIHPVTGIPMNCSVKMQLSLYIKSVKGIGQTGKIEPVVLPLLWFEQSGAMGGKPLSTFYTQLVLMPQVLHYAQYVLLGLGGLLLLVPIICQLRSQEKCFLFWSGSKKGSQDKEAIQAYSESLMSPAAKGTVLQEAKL
* = called active by the depositor; / = not tested or not shown.

SMILES	MITF TRPM1 HTS	CDK5 inh	Wnt bcat act	HTR5A ag ctr	dFosB act	RTF Ca sens act	PvdQ acylase	SR-BI DiI-HDL act	Rtt109 HAT inh	SR-BI DiI inh
CC(C)CNC(=S)NC(=O)c1csc([N+](=O)[O-])c1	-7	0.3	-1	-5	6	3	-15	-8	-29	8
CCn1nnnc1SCC(=O)Nc1ccc(N(C)C)cc1	12	-1.6	6	-6	-1	2	-8	17	2	-17
N/C(=N\OC(=O)Cc1ccc(-c2ccccc2)cc1)c1ccncc1	5	1.0	-1	9	-4	-1	8	-5	-9	5
Cc1c(C(=O)N2CCOCC2)cc(C(C)(C)C)n1-c1ccccc1	0	1.4	-3	4	-1	10	-13	22	0	-22
O=C(O)c1ccc(C=NN2CCCCCC2)cc1	26	2.3	3	9	-5	7	-4	-2	-6	2
c1cncc(-c2nc3ccccn3c2Nc2ccc3c(c2)OCCO3)c1	17	0.5	4	30*	2	2	8	-1	11	1
CCN(CC)S(=O)(=O)c1ccc(N2CC(C(=O)NCCc3c[nH]c4ccccc34)CC2=O)cc1 (stereo unspecified)	-6	1.0	4	-4	0	-12	-18	-10	/	10
CCN1CCN(CCCNC(=O)c2ccc(/C=C3/Sc4ccccc4N(Cc4ccccc4F)C3=O)cc2)CC1	-42	0.9	-1	3	-359	-6	-12	/	21	/
COC(=O)c1sccc1NC(=O)c1ccc(OC)c([N+](=O)[O-])c1	-6	-0.7	-1	0	2	-6	12	-60	-2	60
CCCn1c(N)c(C(=O)CSc2nnc(Cc3cccs3)n2C2CC2)c(=O)n(C)c1=O	-9	-0.3	-6	1	-3	4	-9	-10	-4	10
CC(=O)c1ccc(-n2cc(C#N)c(=O)[nH]c2=O)cc1	-3	-0.4	8	-1	6	-3	-10	-15	/	15
c1nc(N2CCCCC2)c2[nH]cnc2n1	9	2.6	26	2	-5	0	-4	-3	13	3
CCOC(=O)C1C(=O)NC(N2CCc3ccccc32)=NC1c1ccccc1 (stereo unspecified)	0	-0.7	-1	1	1	0	-4	11	-17	-11
O=C1Nc2ccccc2C1(c1ccccc1)c1ccccc1	/	-0.3	/	39*	-1	1	-4	2	-9	-2
Cc1cccc2nc(CSc3nc4ccccc4o3)cn12	28	3.3	-2	-4	-2	-2	-8	36	-7	-36
O=C(COC(=O)[C@@H]1CCCN1C(=O)c1cccs1)NCCc1ccccc1	/	-3.7	/	2	-7	0	-10	21	-6	-21
COc1ccc(C(=O)NCC(=O)N/N=C/c2cccnc2)cc1	3	/	6	1	-2	-5	-1	19	-4	-19
COc1ccc(C2CC(=O)n3c(nc4ccccc43)S2)cc1OC (stereo unspecified)	7	0.5	/	1	-2	1	-4	/	3	11
O=C(Nc1ccccc1[N+](=O)[O-])c1ccc(S(=O)(=O)N2CCCC2)cc1	-14	0.0	4	4	-7	-6	-3	-18	0	18
Cc1ccc(NC(=O)CCNS(=O)(=O)c2ccc3c(c2)CCC(=O)N3)cc1C	-1	0.2	-1	-3	-9	5	-3	12	-4	-12
CCOC(=O)C1(Cc2ccccc2)CCN(Cc2cn(CC(=O)OC)c3ccccc23)CC1	10	-5.1	-3	-3	-2	8	-8	17	1	-17
Oc1ccc(Nc2nc(-c3ccc4ccccc4c3)cs2)cc1	-6	-1.4	/	4	-2	-2	-16	-45	-7	45
CCOC(=O)C1=C(c2ccccc2)OC(N)=C(C#N)C1C1CCCCC1 (stereo unspecified)	8	1.3	/	-2	-6	-2	-1	-17	1	17
CCCn1c(N)c(N(CCOC)C(=O)c2ccccc2F)c(=O)[nH]c1=O	2	-0.9	-1	-1	0	-6	-11	8	0	-8
Cc1ccc(CC2CC(=O)N(c3cc(C)on3)C2=O)cc1 (stereo unspecified)	/	-1.0	-1	5	-7	3	4	13	-2	-13
CCOC(=O)NC(=O)C(=CNc1ccccc1OC)C(=O)NC(=O)OCC	4	-0.4	-1	-4	-4	-3	-2	-2	/	2
COc1ccc(NC(=O)CSc2nc3nc(C)cc(C)n3n2)cc1	0	-1.7	-2	4	2	-6	-15	/	-12	/
Cc1ccc(C(=O)Nc2ccon2)cc1S(=O)(=O)N1CCCC1	-3	-0.9	/	-4	0	0	-13	-2	5	2
COc1ccc(CCN=C(N)NS(=O)(=O)c2cccs2)cc1	2	0.6	-2	3	-3	-1	-16	6	2	-6
O=C1C2C3CCC(C3)C2C(=O)N1CNc1ccc(F)cc1 (stereo unspecified)	/	3.2	2	1	-4	5	-21	7	4	-7
COc1cccc(NC(=O)CN(C)C(=O)c2cc(S(=O)(=O)N3CCCCC3)ccc2Cl)c1	-2	-0.1	0	-3	-11	-4	-9	-8	11	8
C[C@]1(C(=O)O)C=C[C@@H](Cc2ccccc2)N1C(=O)c1ccccc1	5	-7.3	-3	-5	-4	8	-9	3	-4	-3
CC12CCC(C(=O)Nc3ccccc3)(C(Br)C1=O)C2(C)C (stereo unspecified)	-7	-1.4	-4	0	-12	4	-6	1	-2	-1
COc1cc(C(=O)Nc2nnc(S(=O)(=O)N3CCCCCC3)s2)cc(OC)c1OC	-2	0.8	-1	-2	-15	4	-10	-23	-6	23
COc1ccccc1C(=O)Nc1nnc(-c2ccccc2)s1	/	-2.3	8	0	-15	-2	8	-23	0	23
O=S1(=O)CCOCCN1Cc1ccccc1	3	-0.9	-1	0	8	-6	-12	3	1	-3

3 entries out of the list above, arranged by the number in RTF Ca sens act, rising:
smiles | RTF Ca sens act
COc1cccc(NC(=O)CN(C)C(=O)c2cc(S(=O)(=O)N3CCCCC3)ccc2Cl)c1 | -4
CC12CCC(C(=O)Nc3ccccc3)(C(Br)C1=O)C2(C)C (stereo unspecified) | 4
C[C@]1(C(=O)O)C=C[C@@H](Cc2ccccc2)N1C(=O)c1ccccc1 | 8

(cont.)
SMILES	MITF TRPM1 HTS	CDK5 inh	Wnt bcat act	HTR5A ag ctr	dFosB act	RTF Ca sens act	PvdQ acylase	SR-BI DiI-HDL act	Rtt109 HAT inh	SR-BI DiI inh
OCCCn1c(C2CCCN2c2nc(-c3ccc(Cl)cc3)cs2)nc2cc(Cl)c(N3CCCCC3)cc21 (stereo unspecified)	-46	0.7	-8	4	2	1	-10	16	-16	-16
N#Cc1cc(-c2cccc(Cl)c2)c[nH]c1=O	-6	1.9	-1	6	0	2	-4	25	-13	-25
Cc1c(C(=O)Nc2ccc(C(F)(F)F)cc2)sc2ncn(CC(=O)N3CCN(c4ccccn4)CC3)c(=O)c12	-21	0.3	0	2	10	-4	-9	-3	1	3
COc1ccc2nc(SCC(=O)Nc3ccccc3)[nH]c2c1	-5	-0.6	1	7	-15	-5	-6	5	/	-5
Cc1c(C(=O)NCC(c2ccco2)N2CCCC2)oc2ccc(Cl)cc12 (stereo unspecified)	8	/	1	2	-2	-3	15	21	1	-21
Cc1ccc(C(=O)NCCCN2CCOCC2)cc1Cl	19	-0.1	1	-2	0	-2	-1	8	6	-8
Cc1cc(C(=O)NNC(=O)/C=C/c2ccc(F)cc2)c(C)o1	-5	0.2	0	2	-2	-6	-24	2	-4	-2
CC(C)Cn1nc(-c2ccccc2)c2ccccc2c1=O	-3	-0.7	0	4	4	-7	-4	-16	2	16
CC1CC(C)CN(c2ccc([N+](=O)[O-])cc2-c2nn[nH]n2)C1 (stereo unspecified)	1	0.7	-7	-1	3	1	14	28	14	-28
CCC[C@@H]1CCCO[C@@](C(=O)NCc2cc(C)n(C)n2)(C(F)(F)F)C1	-9	-0.9	-2	-5	8	-1	-14	7	6	-7
S=C(Nc1ccc(Cl)cc1)N(CCCN1CCOCC1)Cc1cccs1	4	0.3	-1	4	/	-1	2	-14	2	14
Cc1cc(NC(=O)C2CC(=O)N(c3ccc(Cl)cc3)C2)no1 (stereo unspecified)	3	-1.5	-6	4	-7	-3	12	15	5	-15
CCCN(C(=O)c1cc(S(=O)(=O)N2CCCCCC2)ccc1OC)C1CCS(=O)(=O)C1 (stereo unspecified)	9	-0.6	0	-2	-6	-10	1	24	-3	-24
CCC(C)(C)NC(=O)C(c1ccc(F)cc1)N(Cc1ccco1)C(=O)CCC(=O)Nc1ccccn1 (stereo unspecified)	-1	2.1	/	5	-6	6	9	6	13	-6
CC1CCN(S(=O)(=O)c2ccc(F)c(C(=O)O)c2)CC1	-1	1.4	/	0	6	2	-10	10	-3	-10
CSCCNC(=O)c1ccc2nc(C3CCCCC3)oc2c1	/	-0.2	6	2	3	3	-9	-2	-3	2
O=C(Cn1cc(COc2ccccc2[N+](=O)[O-])nn1)c1ccc(O)cc1	32	0.8	4	-1	-9	1	-5	3	3	-3
Cc1ccc(OCC(=O)Nc2ccc(O)c(-c3nc4ccccc4o3)c2)cc1	-45	-0.5	-9	-2	1	0	18	12	3	-12

Screening results (PubChem BioAssay)
